DT40 TDP1 CPT: qHTS for Inhibitors of human tyrosyl-DNA phosphodiesterase 1 (TDP1): qHTS in cells in presence of CPT. 420,000 compounds, 12% hits. chicken DT40 Tdp1-/-;hTDP1 cells + 20 nM CPT, ATP luminescence, 48 h. Potency, µM (highest dose often 46.2 µM), without a hit: top-dose activity change, negative = growth inhibition, actives largely listed as inhibitors; note: nearly all actives have a fitted effect of over 55% in size
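Chicken DT40 Tdp1-/- cells complemented with human TDP1, 400 cells/well, exposed to compounds plus 20 nM camptothecin for at least 48 h at 37 C; viability read as ATP content by CellTiter-Glo luminescence.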
DT40 TDP1 no CPT: qHTS for Inhibitors of human tyrosyl-DNA phosphodiesterase 1 (TDP1): qHTS in cells in absence of CPT. DT40 Tdp1-/- hTDP1 cells, no CPT, ATP luminescence, 48 h. Potency, µM (series often up to 46.2 µM), for inactives: top-dose activity change, negative = growth inhibition, most hits filed as inhibitors. 420,000 compounds, 15% hits; note: nearly all actives have a fitted effect of over 55% in size
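Chicken DT40 Tdp1-/- cells stably complemented with human TDP1 were seeded at 400 cells/well with DMSO in place of 20 nM camptothecin. After compound pinning, cells grew at least 48 hr at 37 °C; viability read by CellTiter-Glo luminescence.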
TDP1 block: qHTS Assay for Inhibitors of Tyrosyl-DNA Phosphodiesterase (TDP1); Potency, µM (series often up to 130 µM), inactives show at the highest dose activity change, negative = inhibition, usual class: inhibitors; 350,000 compounds, 0.28% hits; Tyrosyl-DNA phosphodiesterase 1 (Homo sapiens), Q9NUW8; AID 485290, 2010; recombinant TDP1, AlphaScreen DNA substrate cleavage; note: nearly all actives have a fitted effect of over 40% in size
Target sequence (Q9NUW8 whole entry, looked up): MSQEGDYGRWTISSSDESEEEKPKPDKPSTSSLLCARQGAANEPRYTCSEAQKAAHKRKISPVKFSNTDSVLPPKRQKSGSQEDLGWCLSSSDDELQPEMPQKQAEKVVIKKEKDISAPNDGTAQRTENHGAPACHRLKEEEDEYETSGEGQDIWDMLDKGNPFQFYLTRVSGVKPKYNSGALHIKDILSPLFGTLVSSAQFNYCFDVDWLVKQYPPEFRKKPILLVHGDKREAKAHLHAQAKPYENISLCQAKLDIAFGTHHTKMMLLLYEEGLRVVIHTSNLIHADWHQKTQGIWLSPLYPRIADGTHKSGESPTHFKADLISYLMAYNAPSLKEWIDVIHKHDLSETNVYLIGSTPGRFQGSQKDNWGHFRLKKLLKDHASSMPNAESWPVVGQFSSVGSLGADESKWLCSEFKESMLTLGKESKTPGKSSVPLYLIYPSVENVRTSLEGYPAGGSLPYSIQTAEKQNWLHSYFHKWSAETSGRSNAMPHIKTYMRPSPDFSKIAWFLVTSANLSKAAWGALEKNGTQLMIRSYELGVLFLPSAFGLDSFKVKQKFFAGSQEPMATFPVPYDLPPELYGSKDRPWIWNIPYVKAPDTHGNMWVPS
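Recombinant E. coli-expressed Tdp1 (1 nM) preincubated with compound 15 min at RT, then 5'-biotin/3'-phosphotyrosine-FITC DNA substrate (15 nM) added for 5 min. AlphaScreen beads (10 ug/ml) added, 10 min RT; tyrosine-FITC cleavage read as signal loss.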
* = called active by the depositor; u = inconclusive; x = no result given; [ ] = another dose, or the depositor's remark. Calls come from the whole dose curve; as a rule, active = well fitted curve in the direction sought with a large enough effect; inconclusive = small, poorly fitted or top-dose-only effect, or another doubt; inactive = no such curve, though single readings can be large; an effect the other way counts as inactive or inconclusive. % is set by controls: 0 for no effect and ±100 for the full control effect; potency is the fitted concentration of half-maximal effect.

SMILES	DT40 TDP1 CPT	DT40 TDP1 no CPT	TDP1 block
CN(c1ccc(OCC(=O)OCC(=O)Nc2ccc([N+](=O)[O-])cc2)cc1)S(=O)(=O)c1cccs1	1%	4%	x
COc1ccc(S(=O)(=O)Nc2ccccc2N2CCOCC2)cc1OC	-9%	-7%	0%
COCCN1C(=O)C(O)=C(C(=O)c2cccs2)C1c1ccccc1 (stereo not given)	-6%	-3%	-14%
O=C(CNc1ccc2ccccc2c1)N/N=C/c1ccc(C(=O)O)cc1	-2%	2%	0%
CCCCN(CCCC)C(=O)C1CC=CCC1C(=O)O (stereo not given)	9%	-16%	0%
Cc1ccc(OCCSc2nc3ccc(NC(=O)c4cccs4)cc3s2)cc1	-24%	-25%	-3%
CC(=O)Nc1ccccc1OCc1nnc(-c2ccc(Cl)cc2)o1	20%	u	3%
O=C(Nc1ccc2c(c1)OCO2)O[C@@H]1C[C@H]2CCC(=O)N3CC[C@@H](C1)[C@@H]23	u	u	x
Cc1ccc(S(=O)(=O)N2CCN(C(=O)CSC3CCCC3)CC2)c(C)c1	0%	-15%	-1%
O=C(CSc1nnnn1-c1ccccc1)c1ccc(O)cc1O	-22%	-27%	x
CCOC(=O)C1CCCN(C(=O)Nc2ccccc2)C1 (stereo not given)	-5%	0%	6%
Cc1ccc(-n2nc3ccc(NC(=O)c4oc5ccc(C)cc5c4C)cc3n2)cc1	-1%	1%	-9%[12.3 µM]
CC1CCN(S(=O)(=O)c2ccc(NC(=O)CCN3C(=O)c4ccccc4C3=O)cc2)CC1	-13%	-6%	2%
COc1ccccc1NC(=O)Nc1nc2ccc(S(N)(=O)=O)cc2s1	u	u	x
Cc1ccccc1C(=O)Nc1ccc(N2CCN(C)CC2)nc1	2%	-5%	0%
COc1cc(C=O)ccc1OCC(=O)N1CCCC1	6%	2%	0%
C#CCOCCOCCOCCNc1nc(N2CCN(C(=O)[C@H](CCCCN)n3cc([C@@H](N)CC(C)C)nn3)CC2)nc(N2CCN(C(=O)[C@H](Cc3cc4ccccc4[nH]3)n3cc([C@@H](N)Cc4ccc(O)cc4)nn3)CC2)n1	-22%	-22%	6%
Cc1ccc(C(=O)NNC(=O)c2cc3cc4ccccc4nc3s2)cc1	u	u	-4%
CN(C)/C=N/C(=S)Nc1ccccc1Cl	5%	-23%	-3%
COc1ccc(N2CCN(C(=O)C3COc4ccccc4O3)CC2)cc1 (stereo not given)	-5%	-14%	5%
CC(C)[C@H](NC(=O)c1ccccc1)C(=O)Nc1cccc(S(=O)(=O)N2CCOCC2)c1	-21%	-11%	0%
CCOC(=O)c1c(C)oc2nc(C)nc(NCc3ccccc3OCC)c12	u	u	4%
COc1ccc(/C=C(\C#N)c2cc(OC)c(OC)cc2[N+](=O)[O-])cc1	-23%	-23%	x
COc1cc(CNc2ccccc2)c([N+](=O)[O-])cc1OC	u	-26%	x
Cc1cc(Nc2ncc(Cl)cc2Cl)n(-c2ccccc2)n1	7%	u	3%
CC(C)NC(=O)c1ccc2c(c1)nnn2C	0%	-3%	-1%
CC1CC1C(=O)N1CCN(S(=O)(=O)c2cccc(F)c2)CC1 (stereo not given)	-6%	2%	0%
CCOC(=O)c1ccc(N2CCN(c3cccc(OC)c3)CC2)c(NC(=O)Nc2ccc(OCC)cc2)c1	u	-23%	8%
COc1cc([N+](=O)[O-])c2nc(C=NNC(N)=S)ccc2c1	-4%	u	x
CCOc1ccccc1Nc1ccc2nonc2c1[N+](=O)[O-]	-12%	-8%	x
CC(c1nnnn1C(C)(C)C)N(Cc1cccnc1)Cc1ccccc1Cl (stereo not given)	u	u	5%
O=C(NCc1ccccc1)C(C1CC1)n1c(=O)c(-c2ccco2)nc2ccccc21 (stereo not given)	13µM*	16µM*	x
CCC(C)(C(=O)NC1CCCC1)N(C(=O)Cc1cccs1)c1c(C)n(C)n(-c2ccccc2)c1=O (stereo not given)	1%	0%	8%
CCOc1ccc2nc(N3CCC(C(=O)N4CCN(c5ncccn5)CC4)CC3)sc2c1	u	u	x
CC(=O)c1cccc(NC(=O)Cn2cc(C(=O)c3cccc(Cl)c3)c(=O)c3ccc(C)nc32)c1	-2%	-1%	4%
Cc1ccc(-n2c(SCn3nnc4ccccc4c3=O)nnc2-c2cccnc2)c(C)c1	-21%	-29%	11%
CCCCOc1ccc(C(=O)N/C(=C/C=C/c2ccccc2)C(=O)N2CCOCC2)cc1	u	u	0%
CC1CCN(S(=O)(=O)c2ccc3ncn(CC(=O)N(C)C4CCCCC4)c(=O)c3c2)CC1	25%	u	3%
CCCCCCCCCC(=O)NNC(=O)c1c(O)c2ccccc2n(CCC)c1=O	u	u	7%
CC(C)CCNC1=NCCCCC1	-8%	-16%	2%
O=C(O)c1cn2c3c(ccc(Cl)c3c1=O)OCC2	-19%	u	x
COc1ccc(CCC(=O)NCCS(=O)(=O)N2CCN(c3ccccc3F)CC2)cc1	u	u	0%
Cc1c(Br)c([N+](=O)[O-])nn1CC(=O)N1CCN(C23CC4CC(CC(C4)C2)C3)CC1	-19%	-23%	4%
Cc1onc(-c2ccccc2)c1C(=O)N[C@@H]1C(=O)N2[C@@H]1SC(C)(C)[C@@H]2C(=O)O	5%	2%	-3%
CCOc1ccc(N2C(=O)N(Cc3c(F)cccc3Cl)c3ccccc3S2(=O)=O)cc1	-27%	u	0%
Cc1cccnc1NC(=O)C1CCCN(S(=O)(=O)c2ccc3c(c2)oc(=O)n3C)C1 (stereo not given)	1%	-12%	1%
Cc1onc(-c2ccccc2)c1-c1n[nH]c(=S)n1-c1ccc(C(=O)O)cc1	-4%	u	-1%
O=C1CSc2ccccc2N1Cc1ccccc1F	-20%	4%	2%
Cc1ccc(S(=O)(=O)N(C)C)cc1NC(=S)Nc1ccc2[nH]c(=O)[nH]c2c1	4%	-1%	0%
COc1ccc(-c2ccc(SCC(=O)Nc3nccs3)nn2)cc1OC	11%	u	79µM*
O=C(Cc1cccs1)NCCS(=O)(=O)N1CCN(c2ccccc2F)CC1	7.3µM*	5.8µM*	x
COc1cccc(-c2csc(N3CCN(C(=O)NC45CC6CC(CC(C6)C4)C5)CC3)n2)c1	u	13µM*	9%
CCCCCCN1C[C@H](n2cc(-c3ccc(F)cc3)nn2)[C@@H](O)C[C@@H]1c1ccc(C)cc1	13µM*	13µM*	x
CCC(=O)NC(=S)Nc1cccc(C(C)=O)c1	-14%	u	0%
CCN(c1ncnc2c1cnn2-c1ccc(C)cc1)C1CCCCC1	0%	8%	-3%
Nc1ccc(S(=O)(=O)NC2(C(F)(F)F)NC(=O)N(Cc3ccccc3)C2=O)cc1 (stereo not given)	9%	13%	5%
CN(Cc1ccccc1)C(=O)CN1C(=O)NC(C)(c2ccc(Cl)cc2)C1=O (stereo not given)	-25%	-22%	0%
c1cncc(-c2cn(C[C@H]3CC[C@@H]([C@@H]4CC[C@H](Cn5cc(-c6cccnc6)nn5)O4)O3)nn2)c1	-12%	4%	x
Cc1c(N(C(=O)c2cnccn2)C2(C(=O)NC3CCCC3)CCCCC2)c(=O)n(-c2ccccc2)n1C	8%	4%	0%
COc1ccc(NC(=O)C2CCCN(S(=O)(=O)c3ccc4c(c3)CCCN4C(C)=O)C2)cc1Cl (stereo not given)	21µM*	u	2%
Carrying on:
SMILES	DT40 TDP1 CPT	DT40 TDP1 no CPT	TDP1 block
CCOC(=O)c1cnn(-c2ccccc2)c1NC(=O)c1ccc(C)cc1	-12%	-2%	0%
COc1ccccc1N1CCN(C(=O)c2cc3c(=O)n(C)c4ccccc4c3s2)CC1	u	26µM*	0%
COC(=O)c1cn(C(=O)c2cc(Cl)ccc2Cl)c2ccccc12	-23%	-26%	x
CCOC(=O)N/N=C(C)/C=C/c1ccco1	12%	-19%	6%
CC(Oc1ccc(Cl)cc1Cl)C(=O)Nc1ccncc1 (stereo not given)	21µM*	9.2µM*	1%
COc1ccc(CN(C)C(=O)c2ccc(NS(=O)(=O)c3ccccc3)cc2)c(OC)c1	u	u	-6%[0.505 µM]
COCc1ccc(CN2CCCC(CO)(Cc3cccc(Cl)c3)C2)o1 (stereo not given)	u	u	-5%
COc1ccc([C@H]2C[C@@H](O)[C@H](n3cc(-c4ccc(F)cc4)nn3)CN2CC2CCCCC2)cc1	u	6.5µM*	x
CCN(CC)S(=O)(=O)c1ccc(/C=C/C(=O)OCC(=O)Nc2ccc(S(N)(=O)=O)cc2)cc1	5%	u	0%
O=C1NCCC/C1=N\Nc1ccc(Br)cc1	-1%	-13%	1%
CCN(CC)C(=O)C1=C(C)N(Cc2ccccc2)C(=O)C(CC(=O)NCCN2CCOCC2)C1 (stereo not given)	4%	-15%	x
COc1ccc(/C=N/NC(=O)c2ccccc2OC)cc1COc1ccccc1[N+](=O)[O-]	18µM*	29µM*	1%
COc1ccc(CCN(CC(=O)NC(C)(C)C)C(=O)Cn2nnc(-c3ccc(C)o3)n2)cc1OC	5%	-3%	-1%
COc1cccc(-c2nc(CS(=O)(=O)CC(=O)NCC(C)c3ccccc3)c(C)o2)c1 (stereo not given)	u	-38%	14%
Cn1c(SCC(=O)NCC2CCCO2)nnc1-c1ccco1 (stereo not given)	7%	4%	1%
Cc1ccc(S(=O)(=O)c2ccc(Oc3cccc(C)c3)cc2)cc1	u	21µM*	x
CC(C)c1nc(SCC(=O)Nc2ccc3c(c2)OCCO3)n[nH]1	-5%	7%	3%
O=C(c1ccc2c3c(cccc13)CC2)C1CCCN(Cc2cccnc2)C1 (stereo not given)	-20%	u	7%
CCn1c(=O)c2sccc2n2c(CCCC(=O)N3CCN(c4cc(Cl)ccc4C)CC3)nnc12	12µM*	8.2µM*	0%
COc1ccc(-c2noc(CN(C(=O)c3ccc(C)cc3C)C(C)C)n2)cc1	23µM*	15µM*	7%
COc1cc(/C=C/C(=O)O)cc(S(=O)(=O)Nc2ccc(F)cc2)c1OC	-2%	0%	3%
CCOC(=O)C1=C(O)/C(=C/c2cn(CC(=O)N3CCCC3)c3ccccc23)SC1=Nc1ccccc1	18µM*	18µM*	2%
COc1cccc(CNc2ccc(S(=O)(=O)Nc3nccs3)cc2)c1O	-13%	-19%	11%
CN(c1ccccc1)S(=O)(=O)c1cccc(NC(=O)CSc2nncs2)c1	7.3µM*	8.2µM*	4%

Of the compounds above, 13 contain a Cl atom.
SMILES	DT40 TDP1 CPT	DT40 TDP1 no CPT	TDP1 block
CC(=O)Nc1ccccc1OCc1nnc(-c2ccc(Cl)cc2)o1	20%	u	3%
CN(C)/C=N/C(=S)Nc1ccccc1Cl	5%	-23%	-3%
Cc1cc(Nc2ncc(Cl)cc2Cl)n(-c2ccccc2)n1	7%	u	3%
CC(c1nnnn1C(C)(C)C)N(Cc1cccnc1)Cc1ccccc1Cl (stereo not given)	u	u	5%
CC(=O)c1cccc(NC(=O)Cn2cc(C(=O)c3cccc(Cl)c3)c(=O)c3ccc(C)nc32)c1	-2%	-1%	4%
O=C(O)c1cn2c3c(ccc(Cl)c3c1=O)OCC2	-19%	u	x
CCOc1ccc(N2C(=O)N(Cc3c(F)cccc3Cl)c3ccccc3S2(=O)=O)cc1	-27%	u	0%
CN(Cc1ccccc1)C(=O)CN1C(=O)NC(C)(c2ccc(Cl)cc2)C1=O (stereo not given)	-25%	-22%	0%
COc1ccc(NC(=O)C2CCCN(S(=O)(=O)c3ccc4c(c3)CCCN4C(C)=O)C2)cc1Cl (stereo not given)	21µM*	u	2%
COC(=O)c1cn(C(=O)c2cc(Cl)ccc2Cl)c2ccccc12	-23%	-26%	x
CC(Oc1ccc(Cl)cc1Cl)C(=O)Nc1ccncc1 (stereo not given)	21µM*	9.2µM*	1%
COCc1ccc(CN2CCCC(CO)(Cc3cccc(Cl)c3)C2)o1 (stereo not given)	u	u	-5%
CCn1c(=O)c2sccc2n2c(CCCC(=O)N3CCN(c4cc(Cl)ccc4C)CC3)nnc12	12µM*	8.2µM*	0%

Screening results (PubChem BioAssay)

Compounds were not picked by outcome. Share with any hit: about 18%.
